Anthrax LF prot = Bacillus anthracis LF protease inhibitors, primary screen, biochemical, multiplex microsphere, MLPCN library; 0.12% of 360,000 active; Lethal factor (Bacillus anthracis), P15917; inhibition, % at 10 µM; multiplex microsphere protease cleavage assay; note: plate controls were buffer without enzyme for full effect and enzyme alone for no effect
FadD28 FP inh = inhibitors of FadD28 bisubstrate probe binding, primary screen, biochemical, fluorescence polarization, single point; Mycobacterium tuberculosis FadD28 fatty-acid-AMP ligase; 0.22% of 360,000 active; inhibition, % at 12.5 µM; in the data active = inhibition above about 8.5%, passing the limit was not always enough; inconclusive = no clear call, values can overlap the other calls
BoNT-F LC inh = BoNT/F light chain protease inhibitors, primary screen, biochemical, flow cytometry, MLPCN library. inhibition, % at 10 µM. Multiplex microsphere protease cleavage assay. 0.22% of 360,000 active; in the data active = inhibition above about 35%, passing the limit was not always enough; inconclusive = no clear call, values can overlap the other calls; note: plate controls were buffer without enzyme for full effect and enzyme alone for no effect
BoNT-A LC inh2 = BoNT/A light chain protease inhibitors, primary screen, biochemical, flow cytometry, MLPCN library; 0.17% of 360,000 active; Botulinum neurotoxin type A light chain protease (Clostridium botulinum A str. ATCC 3502); inhibition, % at 10 µM; AID 588499, 2011; multiplex microsphere protease substrate cleavage; note: plate controls were buffer without enzyme for full effect and enzyme alone for no effect
Mtb FBA inh = Mtb FBA enzyme inhibitors, primary screen, biochemical, fluorescence, strain H37Rv. 2.3% of 360,000 active. purified M. tuberculosis FBA, fluorescence read-out. inhibition, % at 1 µM. AID 588726, 2011; in the data active = inhibition above about 27%;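 note: 0% = vehicle and 100% = reference inhibitor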
Target sequence (P9WQA3 whole entry, looked up): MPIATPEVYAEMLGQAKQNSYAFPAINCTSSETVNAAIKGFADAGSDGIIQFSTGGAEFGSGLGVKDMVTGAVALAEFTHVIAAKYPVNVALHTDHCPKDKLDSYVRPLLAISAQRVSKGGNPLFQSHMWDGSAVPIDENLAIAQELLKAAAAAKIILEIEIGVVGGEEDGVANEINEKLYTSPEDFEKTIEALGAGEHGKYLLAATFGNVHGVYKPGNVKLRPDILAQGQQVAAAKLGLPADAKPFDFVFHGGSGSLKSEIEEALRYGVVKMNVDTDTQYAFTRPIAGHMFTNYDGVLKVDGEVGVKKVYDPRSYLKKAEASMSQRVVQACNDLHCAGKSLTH
PfHsp40 yeast = rescue of yeast from PfHsp40 toxicity, primary screen, S. cerevisiae, ATP luminescence | AID 504582, 2011 | 0.68% of 340,000 active | growth rescue, % at 12.5 µM | S. cerevisiae expressing PfHsp40, growth rescue; in the data active = growth rescue above about 28%, passing the limit was not always enough; inconclusive = no clear call, values can overlap the other calls;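 note: yeast W303a lacking pdr1 and pdr3 grown in galactose medium; growth measured after three days at 30 °C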
GDH-TPI inh = GDH-TPI coupling enzyme inhibitors, primary screen, artefact control for M. tuberculosis FBA inhibitor project, biochemical, absorbance, full deck; GDH-TPI coupled enzyme counterscreen, NADH absorbance; inhibition, % at 4.8 µM; 1.2% of 360,000 active; AID 588335, 2011; in the data active = inhibition above about 30%;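 note: 0% = DMSO wells and 100% = wells lacking the enzyme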
BioA inh = M. tuberculosis BioA enzyme inhibitors, primary screen, biochemical, plate reader, single point, HTS | inhibition, % at 9.99 µM | purified M. tuberculosis BioA enzyme | AID 602481, 2012 | 0.096% of 360,000 active; in the data active = inhibition above about 40%; inconclusive = no clear call, values can overlap the other calls
UGM FP inh = M. tuberculosis UGM enzyme inhibitors, primary screen, biochemical, fluorescence polarization, single point; UDP-galactopyranose mutase (Mycobacterium tuberculosis (strain ATCC 25618 / H37Rv)), …; purified UGM, fluorescence polarization probe displacement; inhibition, % at 10 µM; 0.06% of 320,000 active; AID 504406, 2011; in the data active = inhibition above about 10%, passing the limit was not always enough; inconclusive = no clear call, values can overlap the other calls
Target sequence (P9WIQ1 whole entry, looked up): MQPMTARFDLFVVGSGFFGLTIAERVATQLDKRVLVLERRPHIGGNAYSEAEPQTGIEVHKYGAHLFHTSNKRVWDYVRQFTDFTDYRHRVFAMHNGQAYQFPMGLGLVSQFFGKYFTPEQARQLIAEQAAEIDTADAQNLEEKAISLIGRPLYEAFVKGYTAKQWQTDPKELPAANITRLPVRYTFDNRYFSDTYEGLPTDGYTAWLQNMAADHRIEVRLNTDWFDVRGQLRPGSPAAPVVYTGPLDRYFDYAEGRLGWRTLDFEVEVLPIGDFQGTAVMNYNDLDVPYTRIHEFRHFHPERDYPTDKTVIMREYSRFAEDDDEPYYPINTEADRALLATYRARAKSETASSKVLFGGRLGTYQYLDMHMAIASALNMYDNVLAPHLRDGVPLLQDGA
An asterisk follows results filed as active; ? = inconclusive; . = no result given; + = active, no number. Cut-off read from the data, not from the text of the source, unless noted: active = inhibition above about 30%; inconclusive = no clear call, values can overlap the other calls; inactive = below that.

SMILES	Anthrax LF prot	FadD28 FP inh	BoNT-F LC inh	BoNT-A LC inh2	Mtb FBA inh	PfHsp40 yeast	GDH-TPI inh	BioA inh	UGM FP inh
OC(CN1CCCC(C(F)(F)F)C1)c1ccccc1 (stereo unspecified)	-8	-0.9	-9	-1.9	3	-0.8	-1	-0.8	0.6
COc1ccc(NS(=O)(=O)c2cn(C)cn2)cc1Cl	-1	-0.1	0	-1.2	1	-0.4	-2	0.0	-1.0
Cc1ccc(-n2c(SCc3cn4ccsc4n3)nc3ccccc3c2=O)cc1	-2	-7.7	-2	-0.2	-4	0.0	-8	0.1	-3.4
Cc1cc(-c2ccc(S(=O)(=O)NCc3ccc(Cl)cc3)cc2)on1	-1	-2.7	-2	0.1	-5	.	9	0.3	.
Cc1cc(C(=O)N2CCN(S(=O)(=O)c3ccccc3)CC2)c(C)o1	7	0.1	-7	-0.2	3	-1.8	3	-4.2	-2.0
Cc1nnc(SCC(=O)NC(=O)Nc2ccc3c(c2)OCCO3)n1N	-9	0.2	-3	-0.1	-1	-0.4	1	.	-1.1
Cc1ccc(NS(=O)(=O)c2ccc(/C=C/C(=O)O)cc2)cc1Cl	2	-0.1	-4	-1.1	-2	-0.5	3	.	2.7
CCc1cc2cc(C)ccc2nc1SCC(=O)NC1CCCC1	-2	-0.6	-1	0.0	-1	0.3	3	-4.1	0.5
COc1cccc(CNc2ccc3[nH]c(=O)[nH]c3c2)c1OCc1ccccc1Cl	-2	-1.4	-4	-2.6	1	2.7	-2	3.4	1.8
CC(C)=CCCC(C)CN1CCC(N2CCC(C(=O)N3CCCC3)CC2)CC1 (stereo unspecified)	-2	-0.6	-1	-1.0	3	-1.0	9	-1.1	-0.4
CCNc1nc(Oc2ccc(C(=O)OC)cc2)nc(N2CCOCC2)n1	-7	-1.3	-2	-1.6	0	1.4	-1	-0.7	-0.3
CCNC(=S)N1C2CCC1CC(NC(=O)NC1CCCCC1)C2 (stereo unspecified)	-1	-0.2	-8	-1.4	1	-0.7	4	-1.6	-2.2
C/C(=N\O)C(=O)NCCN1CCCCC1	-2	-2.3	-13	-1.1	-3	-0.2	-1	.	1.2
O=C(c1ccc(-n2cncn2)c([N+](=O)[O-])c1)N1CCN(S(=O)(=O)c2ccc(F)c(F)c2)CC1	-4	-2.9	-3	-1.8	-2	0.0	-21	-0.8	2.1
COC(=O)CCN1CCN(S(=O)(=O)c2ccccc2Br)CC1	-2	-0.5	8	1.4	1	1.2	10	.	0.0
CCCn1c(C)cc(C(=O)COc2ccc(-c3nnco3)cc2)c1C	-4	-3.4	-7	-0.1	1	-0.2	3	.	0.7
CC(C)=CC1C(C(=O)NCCOc2ccccc2)C1(C)C (stereo unspecified)	-6	-1.7	35*	0.9	0	2.4	-7	0.2	1.4
COC(=O)C1=C(C)n2nnnc2NC1c1cc2ccccc2o1 (stereo unspecified)	-7	-11	9	?	-4	0.2	-1	.	-1.5
C=CCNC(=O)N1CCc2[nH]c3ccc(F)cc3c2C1	6	-4.1	-17	-2.3	0	0.5	-1	-0.7	-0.9
CC(=O)Nc1ccc2c3c(cccc13)C(=O)N(c1ccccc1)C2=O	-1	-1.2	1	-0.2	+	-0.2	12	.	-2.9
Cc1ccc(OCCC(=O)OCC(=O)Nc2c(C)nn(-c3ccccc3)c2C)cc1	.	-3.5	.	.	0	0.9	7	-0.1	.
CCOC(=O)c1ccc(NC(=O)CCOc2ccccc2)cc1	-1	-4.3	-11	-0.3	0	1.7	-7	.	1.4
C=CCSc1nnc(NC(=O)C2CSC3(C)CCC(=O)N23)s1 (stereo unspecified)	0	-0.8	5	5.5	1	0.7	8	-1.1	-3.1
Cc1cc(NC(=O)COC(=O)[C@@H]2CCCN2C(=O)c2cccs2)no1	4	-0.9	1	0.5	2	0.2	12	-0.8	.
C=CCc1c(C)nc(C)nc1N/N=C/c1ccc(F)cc1	0	-1.1	6	0.8	-1	-1.3	32*	15	1.1

Two compounds picked at random from those above:
SMILES	Anthrax LF prot	FadD28 FP inh	BoNT-F LC inh	BoNT-A LC inh2	Mtb FBA inh	PfHsp40 yeast	GDH-TPI inh	BioA inh	UGM FP inh
CC(C)=CCCC(C)CN1CCC(N2CCC(C(=O)N3CCCC3)CC2)CC1 (stereo unspecified)	-2	-0.6	-1	-1.0	3	-1.0	9	-1.1	-0.4
COC(=O)CCN1CCN(S(=O)(=O)c2ccccc2Br)CC1	-2	-0.5	8	1.4	1	1.2	10	.	0.0

Additional entries:
SMILES	Anthrax LF prot	FadD28 FP inh	BoNT-F LC inh	BoNT-A LC inh2	Mtb FBA inh	PfHsp40 yeast	GDH-TPI inh	BioA inh	UGM FP inh
CCCCN1C(=O)/C(=C/C=C/c2ccco2)C(=O)NC1=S	-1	6.3	1	0.0	-3	-0.8	10	-1.3	.
C=CCNC(=O)C1=NN(c2c(F)c(F)cc(F)c2F)C(=O)CC1	6	.	5	0.2	0	-1.3	2	-2.9	2.6
COc1ccc(C2=Nn3c(nnc3-c3ccccc3OC)SC2)cc1OC	.	-1.7	.	.	2	0.0	17	9.0	-0.1
COc1cc(/C=N/NC(=O)CNC(=O)/C=C/c2ccco2)cc(OC)c1OC	-15	-2.5	-7	2.2	2	-0.8	8	0.5	-0.3
CCOC(=O)c1c(NC(=O)C(C)N2CCN(C(=O)c3ccco3)CC2)sc2c1CCCC2 (stereo unspecified)	-7	-3.3	1	0.6	1	-1.1	7	0.4	-1.9
COc1cccc(C(=O)NC(=S)Nc2cccnc2)c1	-1	1.0	-4	0.5	3	-0.9	9	.	0.0
CCOc1ccccc1Nc1ccc2nonc2c1[N+](=O)[O-]	-1	-0.2	29	-2.2	-1	-2.2	7	1.1	2.6
CCN(Cc1ccccc1)C(=O)c1c(-c2ccccc2Cl)noc1C	-6	-5.0	7	2.6	0	0.4	-8	1.1	0.9
O=C(O)c1ccccc1NC(=O)C1CCN(S(=O)(=O)c2cccc3nsnc23)CC1	-2	1.3	-1	0.6	1	-1.0	15	-1.1	1.4
Cc1cccc(OC(C)C(=O)NC2CCS(=O)(=O)C2)c1C (stereo unspecified)	-2	0.2	-23	-1.3	88*	-0.3	-1	-1.0	-2.3
Cc1csc(NC(=O)CCc2nc3ccccc3s2)n1	3	-3.5	-25	5.2	13	-1.8	-2	0.6	0.2
CCN(CC(=O)Nc1ccc(NC(C)=O)cc1)C(=O)/C=C/c1ccc([N+](=O)[O-])cc1	1	-5.0	-9	-4.5	-4	-1.8	8	.	-0.2
CCNC(=S)N1CCn2cccc2C1c1ccc(F)cc1 (stereo unspecified)	-6	-4.5	-1	-2.1	1	-0.7	-9	.	1.1
COc1ccc(NC(=O)CN(C)S(=O)(=O)c2cccc3cccnc23)cc1	-3	-1.4	1	0.2	5	-0.9	17	0.5	1.7
CCc1ccc(N=CC2=C(O)CC(c3ccco3)CC2=O)cc1 (stereo unspecified)	-3	-0.4	2	0.0	0	0.5	9	-1.7	0.0
CC(=O)Oc1ccccc1-n1c(C)nc(=O)c(-c2ccccc2)c1C	1	-1.1	1	-0.3	1	.	1	0.0	-0.7
Cc1ccsc1/C=N/n1c(-c2cccnc2)n[nH]c1=S	-4	0.3	4	0.5	-1	2.2	15	0.0	0.6
O=c1c2nncn2c2cc(C(F)(F)F)ccc2n1CCNc1ncc(C(F)(F)F)cc1Cl	-2	-0.3	2	-0.5	0	-0.2	3	-2.1	3.6
Cc1ccc(C(=O)N(CCN2CCCCC2)CC2CCCN(C3CCCC3)C2)s1 (stereo unspecified)	-4	0.0	-15	-3.3	0	2.3	2	-0.1	.
C[C@]12CCC3C(CC[C@H]4[C@H](O)[C@H](O)CC[C@]34C)C1CCC2=O (stereo partly specified)	-5	-3.2	1	0.3	-2	0.0	6	-0.3	.
O=c1[nH]c(C2CCCN(S(=O)(=O)c3ccccc3F)C2)nc2c1nnn2Cc1ccccc1Cl (stereo unspecified)	-6	-5.6	-14	-0.4	1	2.4	9	5.9	0.2
Cc1ccc(SCc2cc(=O)[nH]c(N3CCN(Cc4ccccc4)CC3)n2)cc1	0	-4.7	15	0.5	0	0.9	-7	-2.2	0.4
COCCn1c(CN2CCC(Cc3ccccc3)CC2)nc2c1c(=O)n(C)c(=O)n2C	-2	-1.2	-4	-0.3	1	0.6	-1	0.7	0.5
CSc1nc(N)n(-c2cc(C(F)(F)F)ccn2)n1	20	-2.2	?	3.4	4	0.4	5	-0.9	-4.6
c1ccc(Cn2nnnc2C(c2ccncc2)N2CCOCC2)cc1 (stereo unspecified)	0	1.1	-3	-1.3	0	0.8	4	-1.6	-2.0

Further structures.
SMILES	Anthrax LF prot	FadD28 FP inh	BoNT-F LC inh	BoNT-A LC inh2	Mtb FBA inh	PfHsp40 yeast	GDH-TPI inh	BioA inh	UGM FP inh
C=CCc1ccc(OCC(O)COc2ccc(CC=C)cc2OC)c(OC)c1	-2	-0.8	7	0.8	0	46*	-1	14	0.7
O=S(=O)(Nc1nc(-c2ccccc2)cs1)c1cc(Cl)ccc1Cl	-3	5.2	?	-5.4	-2	-0.1	27	3.2	1.5
CCOC(=O)Cc1csc(NC(=O)CN2CCCCC2)n1	-4	-2.3	-17	0.9	3	-0.7	1	-2.1	0.0
Cc1cc2cc(CN(CCCO)S(=O)(=O)c3cccc4nsnc34)c(=O)[nH]c2cc1C	2	2.8	2	-0.2	-3	-0.1	14	0.8	1.5
COCc1ccc(CN2CCC(CO)(CC3CCCCO3)CC2)o1 (stereo unspecified)	2	-1.7	4	-0.5	0	0.4	-3	.	-0.5
CC1CCCN(C(=O)c2ccncc2)C1 (stereo unspecified)	1	-3.7	-3	-0.1	-3	0.3	6	3.4	0.0
O=C(O)c1cc(N=Nc2c(O)ccc3ccccc23)cc(C(=O)O)c1	-4	13*	-3	-1.0	-1	-0.7	-1	.	.
Cc1nn(-c2ccccc2)c(C)c1NC(=O)COc1ccc(Br)cc1Cl	-5	-2.4	7	0.9	-1	0.0	1	1.0	2.5
CCCC(C)c1nnc(NC(=O)COc2ccc3c(c2)OCO3)s1 (stereo unspecified)	2	-0.7	-2	0.2	1	0.2	2	-1.8	-1.5
O=P(c1ccccc1)(c1ccccc1)C(O)c1ccccn1 (stereo unspecified)	?	-4.5	10	6.7	3	-0.4	-9	-0.2	-1.1
COc1ccc(-n2nc3c(=O)[nH][nH]c3cc2=O)cc1	-5	4.3	1	-1.6	-2	0.1	4	0.5	-1.5
O=C(NNC(=O)c1ccc2c(=O)n3c(nc2c1)CCC3)c1ccc(Cl)cc1	-14	-1.7	-7	-1.0	0	-1.2	6	1.9	2.8
O=C(c1ccc(S(=O)(=O)N2CCC(c3nc4ccccc4s3)CC2)cc1)N1CCCCC1	1	-4.5	-4	0.2	-3	-0.3	6	-1.4	.
COc1cc(C(=S)N2CCOCC2)cc(OC)c1OC(=O)c1ccccc1[N+](=O)[O-]	4	2.6	?	-0.2	5	-0.8	14	-2.3	0.8
O=C(Cn1cnc2ccccc2c1=O)NCCC(=O)Nc1ccc2c(c1)OCO2	0	-0.8	6	1.2	1	-1.2	2	.	0.9

Only BoNT-A LC inh2 and FadD28 FP inh, for 5 of the compounds above:
Compound | BoNT-A LC inh2 | FadD28 FP inh
COCc1ccc(CN2CCC(CO)(CC3CCCCO3)CC2)o1 (stereo unspecified) | -0.5 | -1.7
C=CCNC(=O)N1CCc2[nH]c3ccc(F)cc3c2C1 | -2.3 | -4.1
O=C(c1ccc(S(=O)(=O)N2CCC(c3nc4ccccc4s3)CC2)cc1)N1CCCCC1 | 0.2 | -4.5
OC(CN1CCCC(C(F)(F)F)C1)c1ccccc1 (stereo unspecified) | -1.9 | -0.9
O=C(Cn1cnc2ccccc2c1=O)NCCC(=O)Nc1ccc2c(c1)OCO2 | 1.2 | -0.8
